# sgs1 mgt1: NCI yeast anticancer drug screen, S. cerevisiae sgs1 mgt1 strain. growth inhibition, % at 50 µM. hit rate 10% among 78,000. AID 161;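 note: 0% = growth of vehicle-only cultures of the same strain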
#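 This yeast growth screen uses a strain with defined DNA-repair lesions; compound-treated growth is compared with vehicle-treated growth.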
# rad50: NCI yeast anticancer drug screen, S. cerevisiae rad50 strain | hit rate 10% among 79,000 | growth inhibition, % at 50 µM;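 note: 0% = growth of vehicle-only cultures of the same strain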
#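 Inhibition values express reduced yeast growth in compound-treated cultures relative to vehicle-treated controls.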
# yeast mec2-1: NCI yeast anticancer drug screen, S. cerevisiae mec2-1 strain; AID 157; hit rate 9% among 79,000; growth inhibition, % at 50 µM;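 note: 0% = growth of vehicle-only cultures of the same strain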
#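 Vehicle-treated cultures served as reference for growth inhibition of compound-exposed mec2-1 yeast.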
# mlh1 rad18: NCI yeast anticancer drug screen, S. cerevisiae mlh1 rad18 strain; growth inhibition, % at 50 µM; hit rate 11% among 79,000; AID 175;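 note: 0% = growth of vehicle-only cultures of the same strain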
#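 In this whole-cell yeast screen, a strain with altered DNA damage repair is challenged with compound, and its growth is measured against matched vehicle-treated controls.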
# yeast cln2 rad14: NCI yeast anticancer drug screen, S. cerevisiae cln2 rad14 strain. growth inhibition, % at 50 µM. hit rate 8.3% among 78,000. AID 165;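 note: 0% = growth of vehicle-only cultures of the same strain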
#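 Test compounds were added to cln2 rad14 yeast cultures; inhibition of growth was then determined by comparison with vehicle treatment.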
# bub3: NCI yeast anticancer drug screen, S. cerevisiae bub3 mutant strain. growth inhibition, % at 50 µM. hit rate 9.9% among 78,000. AID 167;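 note: 0% = growth of vehicle-only cultures of the same strain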
#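 Whole-cell yeast assay. The mutant strain was incubated with compounds, and growth inhibition was determined by comparison with vehicle-treated cells.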
# Active calls of the source: *; & = joins results of further samples; ! = repeats disagree. Cut-off read from the data, not from the text of the source: active = growth inhibition above about 70%; inactive = the rest.
structure	sgs1 mgt1	rad50	yeast mec2-1	mlh1 rad18	yeast cln2 rad14	bub3
COc1ccccc1CN1CCCN(Cc2ccccc2OC)C1c1ccccc1F	63	56	44	41	37	79*
CSCCC(NC(=O)C(CCSC)NS(=O)(=O)Cc1ccccc1)C(=O)O (configuration not stated)	48	99*	100*	99*	99*	99*
O=c1cc(NCc2cccc3ccccc23)[nH]c(=O)[nH]1	-5	4	24	-7	-10	-1
CN(C)C(=S)/N=c1\ssc(=S)n1Cc1cccnc1	6	-21	-14	-63	23	-14
O=C(N/N=C/c1ccccc1)c1c(-c2cccnc2)cnc2ccccc12	-11	-13	-9	14	11	12
O=[N+]([O-])c1ccc(-c2ccc(/C=N/n3c(-c4ccc(Cl)cc4)n[nH]c3=S)o2)cc1	-30	-8	3	-13	24	-7
CCOC(=O)C(=O)C1CCCCC1=O (configuration not stated)	99*	98*	99*	99*	99*	97*
Cc1cc(Cl)c(Cl)cc1NC(=O)C(Br)C(Br)c1ccccc1 (configuration not stated)	74*	76*	71*	82*	69	78*
O=S(=O)(O)c1cccc2cccc(O)c12	4	36	-25	28	-56	4
COC(=O)[C@@H]1Cc2cc(O)c(O)cc2C2(CCN(C)CC2)O1	-18	-22	-23	-29	-12	-11
O=C(Cn1c(=O)oc2ccc(C(=O)c3ccccc3Cl)cc21)c1ccc([N+](=O)[O-])cc1	13	-28	-28	-3	-8	-2
CC1(O)OC(=O)c2ccc3ccccc3c21 (configuration not stated)	-9	-11	-20	11	15	-21
O=C(Cc1c[nH]c2ccccc12)N/N=C/c1ccccc1[N+](=O)[O-]	10	19	-5	17	1	15
COC(=O)CNC(=O)CNC(=O)CN	4	18	14	-1	-64	-35
Cc1cc(NC(=O)NC(=O)c2ccccc2NC(=O)CN(C)C)ccc1Oc1ncc(Br)cn1	0	-10	-29	-27	-6	-21
CCOc1ccc(/C=N/NC(=O)c2ccccc2NC(=O)c2ccccc2Cl)cc1OC	1	-1	-5	6	-18	-7
CCNc1cc(N)[n+](CC)c2n[nH]c(/N=C/c3cc(Cl)cc(Cl)c3O)c12	90*	88*	87*	88*	80*	90*
O=C(O)Cc1cccc2c(=O)cc(-c3ccccc3)oc12	-1	0	-2	-8	4	-39
COC(=O)c1cccc(C)c1C(=O)c1ccc(C)cc1C	53	10	27	57	-22	58
CCCNc1cc(C)cc2[nH]c(C)nc12	-1	8	-8	-3	-41	-25
CCCCOC1NC(=O)Oc2ccccc21 (configuration not stated)	-3	-9	4	15	-28	-5
CC1=CC(=O)CC(C)C1 (configuration not stated)	6&-7	7&3	-9&-1	-55&2	-32&18	-3&-1
Cc1cc(C)n2ncc(Br)c2n1	14	26	13	8	-35	13
N/N=C1/C(=O)N(c2ccc(S(N)(=O)=O)cc2)C(=O)C1C(=O)Nc1ccc(S(N)(=O)=O)cc1 (configuration not stated)	-1	-4	16	12	31	0
CC(C)Cc1cccc(C(C)C)c1NC(=O)CCC(=O)N/N=C1\C(=N/NC(=O)CCC(=O)Nc2c(C(C)C)cccc2C(C)C)C(c2ccc3c(c2)OCO3)Oc2ccccc21 (configuration not stated)	-5	5	-22	11	-3	7
C/C=C/C=N/SC(c1ccccc1)(c1ccccc1)c1ccccc1	-5	9	-7	14	4	-26
CN(C)CC(CN(C)C)C(=O)O	-13	0	3	-16	22	-6
CCCCn1cnc2c(SC(C)C)nc(N)nc21	17	-13	-2	-16	-25	9
CC(C)Cn1cnc2c(NCC(C)O)nc3ccccc3c21 (configuration not stated)	-26	-37	-2	-20	-25	19
Cc1cc(C(=O)c2ccccc2)ccc1O	47	48	37	70*	-8	49

# Another view of some results above.
# Results follow in this order: sgs1 mgt1, rad50, yeast mec2-1, mlh1 rad18, yeast cln2 rad14, bub3
- CN(C)C(=S)/N=c1\ssc(=S)n1Cc1cccnc1
    6, -21, -14, -63, 23, -14
- O=C(N/N=C/c1ccccc1)c1c(-c2cccnc2)cnc2ccccc12
    -11, -13, -9, 14, 11, 12
- O=[N+]([O-])c1ccc(-c2ccc(/C=N/n3c(-c4ccc(Cl)cc4)n[nH]c3=S)o2)cc1
    -30, -8, 3, -13, 24, -7
- CCOC(=O)C(=O)C1CCCCC1=O (configuration not stated)
    99*, 98*, 99*, 99*, 99*, 97*
- Cc1cc(Cl)c(Cl)cc1NC(=O)C(Br)C(Br)c1ccccc1 (configuration not stated)
    74*, 76*, 71*, 82*, 69, 78*
- O=S(=O)(O)c1cccc2cccc(O)c12
    4, 36, -25, 28, -56, 4
- COC(=O)[C@@H]1Cc2cc(O)c(O)cc2C2(CCN(C)CC2)O1
    -18, -22, -23, -29, -12, -11
- O=C(Cn1c(=O)oc2ccc(C(=O)c3ccccc3Cl)cc21)c1ccc([N+](=O)[O-])cc1
    13, -28, -28, -3, -8, -2
- CC1(O)OC(=O)c2ccc3ccccc3c21 (configuration not stated)
    -9, -11, -20, 11, 15, -21
- O=C(Cc1c[nH]c2ccccc12)N/N=C/c1ccccc1[N+](=O)[O-]
    10, 19, -5, 17, 1, 15
- COC(=O)CNC(=O)CNC(=O)CN
    4, 18, 14, -1, -64, -35
- Cc1cc(NC(=O)NC(=O)c2ccccc2NC(=O)CN(C)C)ccc1Oc1ncc(Br)cn1
    0, -10, -29, -27, -6, -21
- CCOc1ccc(/C=N/NC(=O)c2ccccc2NC(=O)c2ccccc2Cl)cc1OC
    1, -1, -5, 6, -18, -7
- CCNc1cc(N)[n+](CC)c2n[nH]c(/N=C/c3cc(Cl)cc(Cl)c3O)c12
    90*, 88*, 87*, 88*, 80*, 90*
- O=C(O)Cc1cccc2c(=O)cc(-c3ccccc3)oc12
    -1, 0, -2, -8, 4, -39
- COC(=O)c1cccc(C)c1C(=O)c1ccc(C)cc1C
    53, 10, 27, 57, -22, 58
- CCCNc1cc(C)cc2[nH]c(C)nc12
    -1, 8, -8, -3, -41, -25
- CCCCOC1NC(=O)Oc2ccccc21 (configuration not stated)
    -3, -9, 4, 15, -28, -5

# (listing goes on)
structure	sgs1 mgt1	rad50	yeast mec2-1	mlh1 rad18	yeast cln2 rad14	bub3
CC(=O)NC1CCCCC1c1ccc(C2CCCCC2NC(C)=O)cc1 (configuration not stated)	5	-12	-9	2	67	-2
Cc1c[nH]c(C(=O)O)c1-c1ccc2c(-c3ccccc3)nc3ccccc3n12	89*	83*	91*	92*	89*	86*
CC(=O)OC1CC(n2cc(C)c(=O)[nH]c2=O)OC1COP(=O)(N1CC1)N1CC1 (configuration not stated)	-3	-9	-1	-4	-6	-23
CCOC(=O)CC(=O)c1ccc(Cl)cc1	11	15	13	-8	7	-13
O=C(O)/C(Cc1cn[nH]n1)=N\O	-52	-20	-30	-32	-77	-39
O=C1CN(c2ccccc2)Cc2nc(Cl)ccc2N1	24	40	7	73*	17	4
CCCCCCCCCCCCCCCCS(=O)(=O)N/N=C(/c1ccccc1Cl)N1CCOCC1	-7	-11	-35	-7	16	-23
CCCC(=O)CC(C)C(=O)C(=O)NC12CC3CC(CC(C3)C1)C2 (configuration not stated)	13	15	8	30	20	4
Nc1nc(-c2cccnc2)cc(-c2cc(-c3cccnc3)nc(N)n2)n1	0	4	1	29	10	6
COC(=O)c1ccccc1CC1Cc2c(C)ccc(C)c2C1=O (configuration not stated)	0	-4	3	18	3	1
CCOC(=O)Oc1ccc(C(=O)Oc2cc(Cl)c(Cl)cc2Cl)cc1OC	3	4	5	7	18	-14
CN(Cc1ccccc1)C(c1ccccc1)C(O)C(O)(c1ccccc1)c1ccccc1 (configuration not stated)	87*	85*	58	73*	20	30
N#CC(=C1CCN(CCCC(=O)c2ccc(F)cc2)CC1)c1ccccc1	37	34	42	9	41	7
Cc1ccc(S(=O)(=O)Nc2ccc(O)cc2)cc1	-15	-11	-15	-5	-27	-8
O=C1CCC(=O)N1Cc1ccccc1N=[N+]([O-])c1ccccc1CN1C(=O)CCC1=O	2	-37	-15	-16	-1	-20
CCOC(=O)c1c[nH]c2cc(Cl)ccc2c1=O	10	4	30	-13	8	15
CC(=O)c1cccc(OCC(O)CN2CCN(c3ccc(C)cc3)CC2)c1 (configuration not stated)	4	-12	4	-2	-9	3
COc1cccc(/C=N/NC(=O)CN(C)C)c1O	-12	-46	-49	-6	0	3
Cc1ccc(CNC(=O)Cc2ccccc2)cc1C	21	-7	-8	20	-10	31
Nc1ncnc(N)c1NC(=O)c1cccc(-c2ccccc2)c1	24	3	41	-21	1	35
COc1ccc(C(=O)/C=C/c2cccnc2)cc1OC	28	37	23	21	7	23
OCCN(CCO)c1cc(/C=C/c2c3ccccc3cc3ccccc23)nc2ccccc12	96*	94*	96*	96*	95*	97*
O=S(=O)(CC(Br)c1ccccc1)c1ccccc1 (configuration not stated)	5	45	6	45	-4	61
O=C(NC(=O)c1c(F)cccc1F)Nc1cccc(Oc2ncc(Cl)cn2)c1	6	4	13	6	-17	-4
Cc1cc2c(=O)cc(-c3ccc(C(=O)O)cc3)oc2c(C(N)=O)c1C	24	4	15	13	23	11
N#CCN1CCCCCc2ccccc21	-3	-27	-13	-8	11	-3
O=C([O-])C1OC([n+]2ccccc2)C(O)C(O)C1O (configuration not stated)	5	8	9	13	46	6
COc1ncc(/C=C2\OC(=O)c3ccccc32)c(OC)n1	20	2	-16	17	3	6
CC(C)CCCC(C)C1CCC2C3CC=C4CC(OP(=O)(O)OC5CCC6(C)C(=CCC7C6CCC6(C)C(C(C)CCCC(C)C)CCC76)C5)CCC4(C)C3CCC12C (configuration not stated)	-4	-8	-24	-6	8	-8
CCN1C(=O)/C(=C/c2cc(C)n(-c3ccccc3)c2C)SC1=S	10	-6	-4	-8	-49	9
O=C(CC(=O)Nc1ccccc1)Nc1ccccc1	23&-6	32&-4	0&-21	21&-6	6&8	-2&-29
O=C1OC(c2cccc(Cl)c2)=N/C1=C\c1ccc2c(c1)OCO2	8	13	11	23	4	1
COc1c(OC(C)=O)ccc(/C=C2\N=C(C)OC2=O)c1[N+](=O)[O-]	5	-8	-5	9	16	11
O=C(O)C#CC(=O)O	76*!	76*!	86*!	76*!	2&18	-8&60
CCC(=O)c1cccc(O)c1	-12	-13	-22	1	2	-15
CCOC(=O)c1cc2c(cn1)[nH]c1cccc(N)c12	7	-10	-39	-10	6	-4
CCN(/C=C/C=C(C#N)C#N)CC	-9	6	-5	-13	-16	6
CCCCN(CCCC)CC(C(=O)Nc1ccccc1)/C(C)=N\NC(=O)c1ccncc1 (configuration not stated)	0	16	8	31	-8	2
O=C(CCl)NCCN1CCN(CCNC(=O)CCl)CC1	-7	9	4	-2	15	-3
CC12NC(=C(C#N)C#N)C(C#N)=C3NC(N)=C(C#N)C(=C31)Oc1ccccc12 (configuration not stated)	2	4	6	-46	1	-2
O=C(NNC(=O)c1cccc2ccccc12)c1cccc(Br)c1	-18	6	-45	-6	1	3
O=S(=O)(c1ccc(Nc2nnc(-c3ccccc3)s2)cc1)N1CCCCC1	42	-4	13	6	-23	41
Cc1c2oc3c(C)ccc(C(=O)NC4C(=O)NC(C(C)C)C(=O)N5CCCC5C(=O)N(C)CC(=O)N(C)C(Cc5ccccc5)C(=O)OC4C)c3nc-2c(C(=O)NC2C(=O)NC(C(C)C)C(=O)N3CCCC3C(=O)N(C)CC(=O)N(C)C(Cc3ccccc3)C(=O)OC2C)c(N)c1=O (configuration not stated)	-13	-1	6	-27	2	-24
CCCCC(CC)CCC(C)=O (configuration not stated)	0	6	-1	-1	3	2
OC(C(=S)N1CCCC1)(c1ccccc1)c1ccccc1	24	11	17	-1	8	10
CCCc1nc2ccccc2c(=O)n1/N=C/c1ccccc1O	72*	44	48	71*	54	82*

# Assay outcomes as filed in PubChem BioAssay.
